# TAG inh: triacylglycerol accumulation inhibition | inhibition, % at 12.5 µM | H9c2 cells, Nile Red lipid (TAG) fluorescence; cells loaded with 200 µM oleic acid | AID 651582 | 0.66% of 230,000 active;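 active means pattern-corrected inhibition of lipid staining of at least 50% with the nuclear-stain viability signal not falling by more than 50%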;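 further: 0% = DMSO wells and 100% = triacsin C control wells; some results filed as inactive read as strong as hits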
# TAG inh DAPI viability: also measured in TAG inh; calls as there; DAPI nuclei signal change (viability), lower = more cytotoxic, %;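 whole-well DAPI fluorescence read on a plate reader as a viability signal; minus 50 percent equals half of cells still viable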
# Active calls of the source: *. An excerpt (hit frequency here may not be typical).
Structure	TAG inh	TAG inh DAPI viability
O=C(O)C1=C[C@H](c2ccc(C(F)(F)F)cc2)C[C@H](OCc2ccc(CO)cc2)O1	0	3
CC(C)N1CCN(Cc2ccc(-c3ccccc3)cc2)CC1CCO (stereo unspecified)	15	0
O=C(Nc1ccc(Cl)cc1)C1Cc2c(-c3ccccc3Oc3ccccc3)ccnc2O1 (stereo unspecified)	-11	9
Cc1[nH]c2ccccc2c1C(=O)C(=O)Nc1ccc2c(c1)OCCO2	5	-4
O=C1c2ccccc2N2C(=O)c3ccccc3[C@H]2N1c1ccccc1	15	0
O=C(Nc1cccc(-c2nc3ncccc3o2)c1)c1cc2ccccc2o1	30	-10
CCOC(=O)CN(C(=O)CSc1nnc(Cc2ccccc2)n1-c1ccc(C)cc1)c1ccccc1	-3	6
CCn1c2ccccc2c2nc3cc(S(=O)(=O)N4CCOCC4)ccc3nc21	25	16
Cc1cccc(C)c1OCc1cn(CC(=O)c2ccc(O)cc2)nn1	-8	-4
CSc1nn2c(C(F)(F)F)cc(C(F)(F)F)nc2c1C(=O)O	5	-10

# Part of the list above, with two lines to a compound.
# Screens in order: TAG inh, TAG inh DAPI viability
CC(C)N1CCN(Cc2ccc(-c3ccccc3)cc2)CC1CCO (stereo unspecified)
 : 15, 0
O=C(Nc1ccc(Cl)cc1)C1Cc2c(-c3ccccc3Oc3ccccc3)ccnc2O1 (stereo unspecified)
 : -11, 9
Cc1[nH]c2ccccc2c1C(=O)C(=O)Nc1ccc2c(c1)OCCO2
 : 5, -4
O=C1c2ccccc2N2C(=O)c3ccccc3[C@H]2N1c1ccccc1
 : 15, 0
O=C(Nc1cccc(-c2nc3ncccc3o2)c1)c1cc2ccccc2o1
 : 30, -10
CCOC(=O)CN(C(=O)CSc1nnc(Cc2ccccc2)n1-c1ccc(C)cc1)c1ccccc1
 : -3, 6
CCn1c2ccccc2c2nc3cc(S(=O)(=O)N4CCOCC4)ccc3nc21
 : 25, 16

# (next part)
Structure	TAG inh	TAG inh DAPI viability
Cn1c(CCNC(=O)C2CCCCC2)nc2cc(NC(=O)c3cccs3)ccc21	15	-7
CSc1ccc(/C=C/C(=O)OCC(=O)NC2CCS(=O)(=O)C2)cc1 (stereo unspecified)	3	-1
Cc1ccc2nc(C(O)C(O)c3nc4ccc(C)cc4[nH]3)[nH]c2c1 (stereo unspecified)	14	5
O=[N+]([O-])c1c(-c2cn[nH]c2)n[nH]c1-c1cn[nH]c1	8	-7
O=C(Nc1ccccc1N1CCCC1)c1cc(=O)[nH]c2ccccc12	-5	-1
CCc1ccc(S(=O)(=O)N2CCN(C(=O)c3cccnc3)CC2)cc1	3	-3
CN(C)c1ccc(CNC(=O)CCS(=O)(=O)c2ccc3c(c2)n(C)c(=O)c(=O)n3C)cc1	-8	-3
CCOC(=O)c1c[nH]c2ccc3ccccc3c2c1=O	6	-5
Cc1ccc(-n2c(COc3cccc(C)c3)n[nH]c2=S)cc1	-18	5
COc1ccc(-n2c(SCC(=O)Nc3ccccc3)nnc2-c2ccc(NS(=O)(=O)c3ccc(C)cc3)cc2)cc1	-18	-6
CCC(CO)n1c(SCc2cc(=O)oc3cc(C)ccc23)nc2ccccc2c1=O (stereo unspecified)	-11	5
O=c1[nH]c(-c2ccccc2Cl)nc2c1sc(=S)n2-c1ccccc1	11	-10
C/C=C/COc1nc2c(c(=O)n(C)c(=O)n2C)n1C	-16	0
COc1ccc(OC)c(S(=O)(=O)Nc2c(F)cccc2F)c1	3	11
O=C(CNS(=O)(=O)c1ccccc1)N1CCCC1	-12	-1
O=C(NN1C(=O)c2ccccc2C1=O)c1ccncc1	0	2
CC(=O)N1CCC2(CC1)CC(=O)c1cc(OCC(=O)N3CCCC3)ccc1O2	24	-9
CC(C)OC(=O)CC12CN3CC(CC(=O)OC(C)C)(CN(C1)C(=O)c1ccccc1C3=O)C2=O	7	2
O=C(NCc1ccc(Cl)cc1)C1CCN(S(=O)(=O)N2CCOCC2)CC1	-21	-12
CN1C(=O)c2ccc(Oc3ccccc3)cc2C1=O	1	-3
O=C(Nc1ccc(Cl)c(S(=O)(=O)N2CCOCC2)c1)c1ccc2c(c1)OCCO2	1	-9
CCCn1c(CCC(=O)Nc2ccccc2Cc2ccccc2)nc2cc(S(=O)(=O)N3CCOCC3)ccc21	4	-20
Cc1n[nH]c(=O)n1-c1ccc(Oc2ccccc2)cc1	-8	4
CC(C)(C(=O)N[C@H](CO)c1ccccc1)C(=O)N[C@H](CO)c1ccccc1	-12	1
CCCCN1C(=S)SC(C)(C)C1/[N+]([O-])=C/c1cccnc1 (stereo unspecified)	-7	-4
Cc1cc(NC(=O)c2c(Br)cnn2C)no1	-1	-7
Nc1nc(SCC(=O)Nc2ccc(Cl)cc2)[nH]c(=O)c1-c1ccccc1	-5	6
CCCc1cc(=O)[nH]c(Nc2cc(OC)ccc2OC)n1	23	3
COc1ccc(C2(O)CN(c3ccc(C)cc3)C3=[N+]2CCCC3)cc1 (stereo unspecified)	2	-6
CCOC(=O)c1sc2nc(NC(=O)C3CC3)sc2c1C	1	9
Cc1cccc(N2C(=O)C(Cc3ccccc3)NC2=S)c1 (stereo unspecified)	-15	6
Cn1cnnc1SC(C(=O)Nc1cc(Cl)cc(Cl)c1)c1ccccc1 (stereo unspecified)	3	5
Cc1cn(-c2cccnc2)c(C)c1CNC[C@H]1O[C@@H](n2cnc3c(N)ncnc32)[C@H](O)[C@@H]1O	-13	10
CN(C(=O)CSc1nc(N)nn1-c1ccccc1)c1ccccc1	9	17
CCOC(=O)C(=O)Nc1ccccc1C(=O)NCc1ccccc1	-5	8
COc1cccc(NC(=O)CSc2nnc(Cn3c(=O)sc4ccccc43)n2C)c1	-8	0
N#Cc1c(N(CCO)CCO)nc(N)c2c(N)nc3c(c12)CC(=O)N3Cc1cccs1	5	3
CCCNC(=O)c1ccc2c(=O)n(Cc3ccco3)c(=S)[nH]c2c1	17	-5
Cc1ccc(S(=O)(=O)N(C)C)cc1NC(=O)COC(=O)CNC(=O)c1cccs1	-3	8
CCOC(=O)c1ccc(NC(=O)CSc2nc(N)c(NC(=O)c3ccc(Br)o3)c(=O)[nH]2)cc1	1	3
CCOC(=O)[C@@H]1[C@H]2COc3cc(OC)ccc3[C@H]2N2C(=O)N(c3ccccc3)C(=O)[C@]12C	-13	-9
COc1ccc(C(=O)c2ccccc2)cc1	-5	5
O=C1CCCN1S(=O)(=O)c1ccc(F)cc1	5	-7
CS(=O)(=O)Nc1ccc(C2=NN(S(=O)(=O)c3ccccc3)C(c3cccs3)C2)cc1 (stereo unspecified)	-8	4
Cn1ccsc1=NC(=O)c1ccc(=O)[nH]c1	3	-2
COc1cc(CC(=O)OCC(=O)NC2CCCCCC2)cc(OC)c1OC	-14	-3
COc1ccccc1/C=N/N(C(C)=O)c1nc(-c2ccc(F)cc2)cs1	21	5
CC(NC(=O)c1ccco1)C(=O)N1CC=C(c2ccccc2)CC1 (stereo unspecified)	-5	1
CCCCC(CC(O)COCCC)c1n[nH]c(=S)n1-c1ccccc1 (stereo unspecified)	-2	-8
CCOC(=O)C1C(=O)C=C(c2ccccc2)CC1c1ccccc1 (stereo unspecified)	-10	0

# Further records
Structure	TAG inh	TAG inh DAPI viability
CCCN(CC(=O)Nc1ccc(F)c(F)c1F)C(=O)c1cc(S(=O)(=O)N(C)C)ccc1N1CCCC1	5	-1
CCN(CC)S(=O)(=O)c1ccc(OC)c(NC(=O)c2cccc([N+](=O)[O-])c2C)c1	39	-25
O=C(CN1CCN(C(=O)C2CCN(C(=O)/C=C/c3ccccc3)CC2)CC1)Nc1ccccc1Cl	-7	10
CC[C@@]12C(=O)N(c3ccccc3)C(=O)N1[C@H](c1ccc(Br)cc1)[C@@H]1C(=O)N(C(C)(C)C)C(=O)[C@@H]12	-17	-4
CCC1(C)Cc2c(sc3c2c(=O)n(-c2ccccc2)c(=O)n3C)CO1 (stereo unspecified)	-2	1
O=C(Nc1ccc(-c2csc(Nc3cccc(C(F)(F)F)c3)n2)cc1)c1cccc(C(F)(F)F)c1	52*	-19*
Cc1nn(C)cc1CN1CCCC(C(=O)c2ccc(-c3ccccc3)cc2)C1 (stereo unspecified)	-20	27
O=C(Nc1ccccc1N1CCOCC1)C1CCCCN1S(=O)(=O)c1ccccc1 (stereo unspecified)	-20	8
CCN(CC(=O)Nc1c(F)cccc1F)C(=O)c1n[nH]c2ccccc12	3	-6
CC[C@@]1(c2ccccc2C)C(=O)N(C(=O)OC)N1C(=O)OC	-12	-17
N#Cc1nc(COc2ccccc2)oc1N1CCN(c2cccc(Cl)c2)CC1	17	-19
O=C(CN1C(=O)NC2(CCc3ccccc32)C1=O)NCc1ccc(Cl)cc1 (stereo unspecified)	-2	-3
COc1ccccc1CNC(=O)COC(=O)Cc1ccc(Br)cc1	-2	7
CCc1c(C)nc(SCC(=O)N2CCCCC2CC)[nH]c1=O (stereo unspecified)	2	-4
CCOc1ccc(OCC)c(NC(=O)C2CCCN(C(=O)c3ccc(Cl)cc3)C2)c1 (stereo unspecified)	-2	-8
Cc1ccc(NC(=O)CCc2nnc3ccc(N4CCOCC4)nn23)cc1C	4	-4
CC(C)CCN1C(=O)CC(NNC(=O)c2ccc(S(=O)(=O)N3CCCC3)cc2)C1=O (stereo unspecified)	-1	-7
CN(Cc1ccccc1)C(=O)c1ccc(NC(=O)Cc2ccc(NC(=O)C3CCCN(C(=O)CCc4ccccc4)C3)cc2)cc1 (stereo unspecified)	-30	-2
COc1ccc(C(=O)O)cc1S(=O)(=O)Nc1cccc(C(F)(F)F)c1	4	4
O=C(COC(=O)CSc1ccc([N+](=O)[O-])cc1)NCc1ccco1	-29	8
COC(=O)c1sc2nc3c(c(-c4cccs4)c2c1N)CCCC3	3	16
Nc1ccn([C@H]2CC[C@@H](CO)O2)c(=O)n1	13	-10
COC(=O)CCn1nc(-c2ccc(C)cc2)c2ccccc2c1=O	7	-4
Cc1cc(-c2ccco2)c(C#N)c2nc3ccccc3n12	12	4
O=C(CSc1nc2[nH]ncc2c(=O)n1-c1ccccc1)NCCc1ccccc1	-21	3
Cc1ccc(C(=O)NNC(=O)c2ccccc2O)cc1S(=O)(=O)N1CCCCC1	-7	-4
O=C(O)c1cc(CN2CCOCC2)oc1-c1ccccc1	4	2
COC(=O)c1cc2sc(Cl)cc2n1CC(=O)NCCC(C)C	-6	7
Cc1ccc(C)c(NC(=O)C(CC(=O)O)Cc2ccccc2)c1 (stereo unspecified)	3	2
CCC(CC)NC(=O)Cn1c(C(C)NC(C)=O)nc2ccccc21 (stereo unspecified)	9	-15
CCOC(=O)C1(CCOc2ccccc2)CCN(Cc2ccc(OCCO)cc2)CC1	3	6
O=C(NC1CCCC1)c1ccc(CNc2c(N3CCOCC3)c(=O)c2=O)cc1	6	-2
CN1CCCCC1(C)C(=O)NCc1ccc(F)cc1 (stereo unspecified)	-5	5
CCNC(=O)C1CCCN(C(=O)c2ccc3c(c2)OCO3)CC1 (stereo unspecified)	-6	-4
CCOc1ccc(NC(=O)CN(C)C(=O)Cc2n[nH]c(=O)c3ccccc23)cc1OCC	-19	6
COc1ccc(-n2nc(C(=O)N3CCCCC3)c(C)c(C#N)c2=O)cc1	3	0
O=C1CC(c2ccco2)CC(O)=C1C=NCCN1CCNCC1 (stereo unspecified)	-4	4
Cc1ccc(CCNC(=O)c2nnn(-c3cccc(C)c3)c2N)cc1	17	14
CCOC(=O)C1CCN(CCC(=O)Nc2cccc(C)c2)CC1	10	-11
Cc1nc(C(F)(F)F)ccc1C(=O)N1CCC1(C)C(=O)NS(=O)(=O)c1ccc(C(C)(C)C)cc1 (stereo unspecified)	6	-7
CNC(=S)NNC(=O)c1cn(C)nc1C	1	0
CCCC(c1nnnn1Cc1cccs1)N1CCN(C2CCCC2)CC1 (stereo unspecified)	11	-7
Nc1cc(OC(=O)c2cccs2)nn1S(=O)(=O)c1ccc(F)cc1	-19	7
Cc1nc2cc(-c3cccs3)nn2c(NCC(C)(C)CN(C)C)c1C	6	6
COC(=O)c1cc(S(=O)(=O)Nc2ccsc2C(=O)OC)oc1C	-11	6
O=C(CN1CCOCC1)Nc1cc(C(F)(F)F)ccc1Cl	7	3
COc1ccc(NC(=O)CSc2nc3ccccc3c(=O)n2CCCO)cn1	7	0
COc1ccc2oc(C(=O)N(C)CCOc3ccccc3)c(C)c2c1	10	-6
O=C(CCN1C(=O)C2C3C=CC(C3)C2C1=O)N1CCN(c2ccccc2Cl)CC1 (stereo unspecified)	2	-5
CCOc1ccc2c(=O)c(Oc3ccccc3)c(C)oc2c1	-30	4

# 3 structures already listed, ordered by molar mass, smallest number first:
Structure	TAG inh	TAG inh DAPI viability
CCNC(=O)C1CCCN(C(=O)c2ccc3c(c2)OCO3)CC1 (stereo unspecified)	-6	-4
Cn1c(CCNC(=O)C2CCCCC2)nc2cc(NC(=O)c3cccs3)ccc21	15	-7
CS(=O)(=O)Nc1ccc(C2=NN(S(=O)(=O)c3ccccc3)C(c3cccs3)C2)cc1 (stereo unspecified)	-8	4

# Following part.
Structure	TAG inh	TAG inh DAPI viability
Cc1ccc(CNC(=O)CNS(=O)(=O)c2ccc3c(c2)C(C)(C)C(=O)N3C)cc1	0	10
Cc1cccc(-n2ncc3c(N)ncnc32)c1	4	-13
CCOc1ccc(CCNC(=O)CCc2nc(-c3ccc(OC)cc3)no2)cc1OCC	52*	0.3*
COc1ccc(-c2cc(C(=O)OCC(=O)N3CCOCC3)c3ccccc3n2)cc1	2	1
CC(=O)Nc1ccc(S(=O)(=O)Nc2ccc(N3CCCCC3)cc2)cc1	26	-1
COc1ccc(OCC(=O)N/N=C\c2ccco2)cc1	-3	-11
CC1(C(=O)NS(=O)(=O)c2cccc(OC(F)F)c2)CCN1C(=O)C1CCCCC1 (stereo unspecified)	11	0
Clc1ccc(CCNc2nc3ccccc3s2)cc1	-29	-1
